Compound activity deposited in PubChem BioAssay by several laboratories.
Mdm2 ligase inh – Mdm2 E3 ligase (human) inhibition; 210,000 tested, 0.11% active; signal enhancement, % at 5 µM; cell-based MDM2 ubiquitination luciferase reporter, 2 h; 0 = plate control, 100 = twice control, blank-subtracted; Q00987; AID 1230;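 active = signal enhancement of 30% or more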;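 note: luminescence tracks abundance of the self-degrading MDM2-luciferase fusion protein; higher signal means inhibition of MDM2 E3 ligase activity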
Target sequence (Q00987 whole entry, looked up, the tested form may be a part): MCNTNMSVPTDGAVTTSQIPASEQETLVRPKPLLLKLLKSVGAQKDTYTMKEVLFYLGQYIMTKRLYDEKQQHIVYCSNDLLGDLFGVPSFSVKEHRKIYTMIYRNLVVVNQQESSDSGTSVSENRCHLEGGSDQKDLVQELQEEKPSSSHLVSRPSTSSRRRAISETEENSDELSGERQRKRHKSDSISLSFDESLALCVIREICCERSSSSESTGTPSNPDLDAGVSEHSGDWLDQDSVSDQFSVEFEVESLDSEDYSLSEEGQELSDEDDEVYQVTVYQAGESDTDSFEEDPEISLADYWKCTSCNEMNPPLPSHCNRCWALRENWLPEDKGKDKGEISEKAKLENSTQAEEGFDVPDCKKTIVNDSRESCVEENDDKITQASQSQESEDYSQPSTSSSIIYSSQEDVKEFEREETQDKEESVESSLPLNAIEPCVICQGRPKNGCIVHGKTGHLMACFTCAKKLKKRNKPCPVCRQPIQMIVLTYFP
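System: stable MDM2–luciferase fusion reporter cells / Input: 2000 cells seeded into each well / Schedule: 4 h settle plus 2 h compound, 37 °C / Compound: single-point 5 µM / Buffer or medium: cells held in DMEM / Benchmarks: control and blank well means / Evaluation: percent signal gain over controls, blank-subtracted / Measured by: luciferase luminescence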
EBV gp42 block – inhibitors of Epstein-Barr virus glycoprotein 42 | Fluorescence polarization binding assay, mP read-out | inhibition, % (tested at 21.74 µM) | 220,000 tested, 0.42% active | Q1HVG2; in the data active = inhibition above about 50%
p47phox inh – blocks human p47phox regulatory protein of NADPH oxidases; P14598; p47phox/p22phox peptide binding, fluorescence polarization, 2 h; inhibition, % at 24.7 µM; 220,000 tested, 0.53% active;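 active = inhibition above about 30%, limit read from the data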;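 note: 0% = p47phox with labelled peptide and 100% = labelled peptide alone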
PPC-1+TRAIL kill – PPC-1 cancer cell killing with TRAIL present. 220,000 tested, 0.41% active. AID 1443. PPC-1 cells + TRAIL, ATPLite viability luminescence. cell killing (% activity), % at 4 µM;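 active = cell killing above 50% in the first pass at 4 µM, then a duplicate retest at 5 µM averaging 50% or more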;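 note: plate controls were cells with TRAIL plus DMSO for no effect and medium-only wells lacking cells for full effect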
CHOP inhibitor – blocks CHOP induction under ER stress. 220,000 tested, 3.8% active. CHO-K1 CHOP-promoter luciferase, tunicamycin-induced, 15-18 h. inhibition, % at 10 µM. AID 2732;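 active = compounds that reduced the stress-induced luciferase reporter signal by more than about 70% of percent inhibition, limit read from the data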;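 note: 0% = tunicamycin plus vehicle and 100% = wells without tunicamycin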
Runt-SMMHC FRET – inhibitors of human RUNX1 Runt domain binding to CBFb-SMMHC; Q01196+Q13951; Cerulean-Runt/Venus-CBFb-SMMHC FRET ratio 530/480, 1 h; AID 1434; 220,000 tested, 0.74% active; inhibition, % at 20 µM;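 active = mean inhibition across duplicate retests at 20 µM reaching about 50%, limit read from the data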;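 note: 0% = DMSO wells and 100% = wells with excess untagged CBFb-SMMHC; inhibitors lower the FRET ratio by blocking Runt binding to CBFb-SMMHC; some results filed as inactive read as strong as hits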
TNF necrop inh – blocks TNF-alpha induced death of Jurkat FADD-/- cells; AID 463075; 220,000 tested, 0.068% active; activation (protection from cell death), % at 10 µM; Jurkat FADD-/- TNF necroptosis rescue, ATP luminescence, 24 h; 0 = TNF only, 100 = no-TNF cells;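 active = activation, meaning protection from cell death, of at least 50% relative to plate controls; inactive = activation below 50%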;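 note: necroptosis triggered by 40 ng/mL TNF-alpha added together with compound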
zfTRPN1 agonist – activates the zebrafish TRPN1 channel; HEK293 zebrafish TRPN1-YFP, Fluo-8 calcium fluorescence; 100% = response to 87 µM carbachol; activation, % at 3 µM; 220,000 tested, 0.18% active;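 active = activation above its plate's cutoff, the mean activation of test wells on that plate plus 3 SD, cut at about 19% in these data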;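 note: 0% = DMSO alone and 100% = 87 µM carbachol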
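Material: zebrafish TRPN1-YFP in HEK293 cells; Doses: single test compound dose, 3 µM nominal, 0.3% DMSO; Timing: dye loading 1 h at 37 °C, then 30 min room temperature; Technique: intracellular calcium fluorescence with Fluo-8; Benchmarks: high carbachol 87 µM, low DMSO alone.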
TRPML3 ag – human mucolipin-3 channel agonism; 220,000 tested, 0.29% active; activation, % at 3 µM; HEK293 TRPML3-YFP, Fluo-8 calcium fluorescence; 100% = the carbachol control signal;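 active = activation above its plate's cutoff, the mean activation of the plate's test wells plus 3 SD, cut at about 12% in these data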;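 note: 0% = DMSO only wells and 100% = carbachol wells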
Target sequence (Q8TDD5 whole entry, looked up): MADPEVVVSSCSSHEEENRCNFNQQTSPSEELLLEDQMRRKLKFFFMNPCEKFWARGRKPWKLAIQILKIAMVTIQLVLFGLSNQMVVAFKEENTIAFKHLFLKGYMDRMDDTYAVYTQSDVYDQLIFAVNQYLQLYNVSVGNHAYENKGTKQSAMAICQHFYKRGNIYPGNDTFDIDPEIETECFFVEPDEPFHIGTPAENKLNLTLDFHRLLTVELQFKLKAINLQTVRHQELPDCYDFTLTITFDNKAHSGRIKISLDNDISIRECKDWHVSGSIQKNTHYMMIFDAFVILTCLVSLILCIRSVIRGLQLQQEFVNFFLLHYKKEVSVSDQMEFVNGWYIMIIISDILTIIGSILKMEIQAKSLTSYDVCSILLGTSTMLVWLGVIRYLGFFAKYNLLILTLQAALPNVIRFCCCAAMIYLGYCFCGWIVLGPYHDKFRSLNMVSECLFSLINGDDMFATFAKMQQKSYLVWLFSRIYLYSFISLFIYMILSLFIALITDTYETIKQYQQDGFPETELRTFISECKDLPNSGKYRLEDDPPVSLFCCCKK
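Test system – HEK293 line with stable expression of human TRPML3-YFP channel · Control set – carbachol 87 µM final as high control (100%), DMSO as low control (0%) · Signal – Fluo-8 calcium dye fluorescence, ex 470-495, em 515-575 nm · Incubation – 1-h 37 °C dye load, 5-s basal, 120-s post-compound reads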
Starred values were filed as active, the others as inactive; x = not tested or not shown.

cpd	compound	TNF necrop inh	PPC-1+TRAIL kill	Runt-SMMHC FRET	zfTRPN1 agonist	Mdm2 ligase inh	EBV gp42 block	TRPML3 ag	CHOP inhibitor	p47phox inh
1	O=[N+]([O-])c1ccc(COc2cccc(CNc3ccc(Br)cc3)c2)cc1	1.8	1	3	-0.6	3	1	0.6	13	4
2	O=C(/C=C/c1ccccc1)N/C(=C/c1ccccc1)C(=O)Nc1ccc(C(=O)O)cc1	1.1	-20	0	0.9	14	10	0.6	11	-5
3	CCCCC1CC(/C(C)=N/NC(N)=O)OC1=O (centres undefined)	-0.4	7	-1	2.6	0	-16	0.0	24	-10
4	S=C(NCCc1ccccn1)Nc1ccccc1	-0.5	-18	0	0.9	-21	-7	0.3	-12	1
5	Cc1cccn2c(=O)c3cc(C(=O)NCc4cccnc4)c(=N)n(C(C)C)c3nc12	0.5	-16	79*	-0.6	-12	25	-0.2	3	-5
6	COc1ccc(C2c3c(-c4ccccc4)n[nH]c3C(=O)N2c2ccc(C(=O)O)cc2)cc1 (centres undefined)	1.2	12	1	0.7	-4	-2	0.7	-6	0
7	Cc1ncc(CO)c2cc(-c3nnc(Nc4ccc5c(c4)OCO5)s3)c(=O)oc12	-4.8	-7	7	1.0	-9	-13	1.1	9	11
8	COc1ccc(OC)c(C(c2nnnn2C2CCCC2)N2CCN(c3ccccc3)CC2)c1 (centres undefined)	1.0	7	0	0.2	-2	-13	0.2	-10	-2
9	Cc1c(Cl)cccc1N(CC(=O)N1CCCCCC1)S(C)(=O)=O	2.3	-11	2	0.1	-2	-6	0.7	5	-10
10	CCC(Sc1nc(N)c(NC(=O)c2ccc(OC)c(OC)c2)c(=O)[nH]1)C(=O)OC (centres undefined)	1.2	15	-3	3.0	-6	-10	1.1	-10	-7
11	CCc1c(C)nc(N)nc1Cl	2.7	14	-1	1.4	x	-16	0.3	20	-4
12	C=CCN1C(=O)C(CC(=O)O)SC1=Nc1c(C)n(C)n(-c2ccccc2)c1=O (centres undefined)	0.9	7	0	0.9	-12	1	0.6	-11	-12
13	O=C(COc1ccccc1/C=C1\SC(=O)NC1=O)Nc1ccccc1	1.9	0	-3	2.8	-14	-8	0.0	4	-23
14	N#CC(C#N)=C1C=CC=CN1/C(=C\c1ccccc1Cl)C(=O)c1ccccc1	-19	29	33	-1.6	-2	21	0.6	107*	-29
15	COc1ccc(NC(=O)CN(C)S(=O)(=O)c2cccc3nsnc23)cc1	0.5	2	3	0.5	-14	-5	0.1	6	-5
16	CC1=CC(C)C2(COC(c3ccc[n+](C)c3)OC2)C(C)C1 (centres undefined)	-0.4	23	8	-0.6	0	-23	0.4	1	-6
17	Cc1ccccc1CS(=O)(=O)CCC(=O)NCCN1CCN(c2cccc(Cl)c2)CC1	-2.4	11	0	3.1	-7	-29	2.4	-5	-2
18	CCN=C1SC(C(=O)Nc2cccc(Br)c2)CC(=O)N1CC (centres undefined)	0.3	3	-2	2.9	2	0	1.6	8	-7
19	NC1=NC2CS(=O)(=O)CC2S1 (centres undefined)	0.6	17	-8	0.3	7	2	-0.3	4	2
20	C=CCn1nc([N+](=O)[O-])nc1Sc1cccc2cccnc12	-2.4	21	1	-1.6	23	7	0.1	88*	-3

One compound at a time (already shown). Values in the order: TNF necrop inh	PPC-1+TRAIL kill	Runt-SMMHC FRET	zfTRPN1 agonist	Mdm2 ligase inh	EBV gp42 block	TRPML3 ag	CHOP inhibitor	p47phox inh
`S=C(NCCc1ccccn1)Nc1ccccc1` in the list: -0.5	-18	0	0.9	-21	-7	0.3	-12	1
`CCCCC1CC(/C(C)=N/NC(N)=O)OC1=O` (centres undefined) in the list: -0.4	7	-1	2.6	0	-16	0.0	24	-10
`N#CC(C#N)=C1C=CC=CN1/C(=C\c1ccccc1Cl)C(=O)c1ccccc1` in the list: -19	29	33	-1.6	-2	21	0.6	107*	-29

Continuation.
cpd	compound	TNF necrop inh	PPC-1+TRAIL kill	Runt-SMMHC FRET	zfTRPN1 agonist	Mdm2 ligase inh	EBV gp42 block	TRPML3 ag	CHOP inhibitor	p47phox inh
21	Cc1ccc(C(C)C)c(OCCCN2CC(C)OC(C)C2)c1 (centres undefined)	-1.6	10	2	-0.7	-10	-18	0.1	49	-14
22	OC(c1cc(C(F)(F)F)nc2c(Cl)cc(Cl)cc12)C1CCCCN1 (centres undefined)	-2.4	17	0	2.0	-11	-8	2.5	2	-7
23	OCCNCc1cc(Br)ccc1OCc1ccc(F)cc1	1.1	20	1	0.2	-6	2	1.1	2	-3
24	CC1(C)Cc2nc3sc4c(=O)n(CC(N)=O)cnc4c3cc2CO1	-2.5	18	-10	0.2	-12	2	-0.4	-3	-1
25	Cc1ccc(S(=O)(=O)N(C)CC(=O)N2CCCc3ccccc32)cc1	-1.3	19	-1	-0.8	-29	6	0.3	-4	-12
26	Cc1ccccc1CNC(=O)c1ccccc1N	0.0	18	-2	-0.5	-9	-15	1.0	15	-16
27	C=CCCCCCCCCC(=O)Nc1ncccn1	0.2	-13	1	1.5	-14	-18	0.3	-18	-19
28	CCc1ccc(NC(=O)CCS(=O)(=O)c2cccc3nsnc23)cc1	-1.5	5	-4	-0.3	-4	-19	0.4	26	-16
29	CCc1nc2ccccc2c(NC(=O)CN2CC(C)CC(C)C2)c1C (centres undefined)	0.4	-1	0	-2.0	-1	-1	-1.2	24	-3
30	Cc1ccc(OCC(=O)N2CCCc3ccccc32)cc1	0.6	19	-8	-1.6	12	-14	-1.4	-9	-7
31	CC1=NNC(=O)C1CCC(=O)N/N=C/c1ccc(Cl)cc1 (centres undefined)	0.0	3	-4	-0.4	-5	-10	1.4	42	-2
32	CN(C)C(CNC(=O)c1cccc(S(=O)(=O)N2CC3(C)CC2CC(C)(C)C3)c1)c1ccco1 (centres undefined)	0.0	-13	-2	0.3	5	-5	0.6	48	-3
33	CC(=O)Nc1cccc(C(=O)Nc2ccccc2C(=O)O)c1	-1.4	13	-4	-1.2	-5	-12	-0.5	16	-9
34	Cc1noc(C)c1CSc1nnc2ccc3ccccc3n12	-1.8	-21	2	-0.6	4	4	-0.4	9	-4
35	COc1ccc(S(=O)(=O)N(C)CC(=O)NCc2cccnc2)cc1Cl	0.5	5	2	-0.3	-13	-15	0.0	9	-14
36	Cc1ccc(/C=N/NC(=O)c2nn(C)cc2Cl)cc1	-2.7	43	3	1.4	-7	-10	0.3	19	-3
37	O=C(NCc1ccco1)c1ccc2c(c1)N(Cc1ccccc1)C(=O)CS2	-0.5	14	1	-1.8	-6	-3	-1.2	15	-4
38	COc1cc(-c2nnc(SCC(=O)c3ccc(C)cc3)o2)cc(OC)c1OC	-0.7	11	-6	2.2	-4	-14	0.6	44	0
39	COc1ccc(C2CC(=O)N3CN(Cc4ccco4)CSC3=C2C#N)cc1 (centres undefined)	-1.0	2	25	0.2	-6	-6	0.1	15	1
40	Nn1c(Cc2cccc3ccccc23)nnc1SCc1c(F)cccc1Cl	-0.9	28	2	-2.4	7	-10	-0.8	35	-7
41	CCc1cccc2c(SC(C)C(=O)NCC3CCCO3)nc(-c3ccccc3)nc12 (centres undefined)	-2.5	-22	-2	-0.1	-5	-10	0.7	48	-11
42	CCn1c(=O)c(C(=O)CC#N)c(N)n(Cc2ccccc2)c1=O	3.6	-1	0	0.8	-4	-11	0.7	12	-17
43	O=C(COc1ccccc1)NNc1c2ccccc2nc2ccccc12	-10	8	81*	0.9	-13	-8	-0.2	46	-15
44	CCOc1cc(-c2cn(S(=O)(=O)c3cccc4nsnc34)nc2N)cc(OCC)c1OCC	-1.0	-1	3	-0.8	-16	13	0.2	57	-1
45	CCN(CC)S(=O)(=O)c1ccc(C)c(NC(=O)CN2CCN(Cc3ccccc3)CC2)c1	1.7	8	26	0.6	x	0	0.6	-17	4
46	Cc1ccc(C)c(Cn2nnc3c(=O)[nH]c(C4CCN(C(=O)c5cccs5)CC4)nc32)c1	-1.7	6	-5	-0.9	-13	-9	0.2	63	-14
47	COCCCn1cc(C(=O)c2ccccc2OCC(=O)Nc2cccc(F)c2)cc(C#N)c1=O	4.8	3	-5	0.7	-17	-9	0.5	8	-14
48	COc1cc(C(=O)Nc2nc(-c3cccs3)cs2)cc(OC)c1OC	-2.7	13	-6	0.6	-16	4	0.1	13	-11
49	N#CCSc1nc2ccccc2c(=O)n1CCC(=O)NCCc1ccccc1	0.9	-8	-6	1.2	5	-6	0.1	2	-12
50	CC(C)c1ccccc1NC(=O)Cn1c(/C=C/c2ccccc2)nc2ccccc21	4.9	7	-2	0.6	x	-13	0.0	99*	-4
51	N#Cc1nc(COc2ccc(F)cc2)oc1NCCCn1ccnc1	-1.8	6	0	-1.2	-12	-9	0.3	-3	-3
52	COCc1cc(N2CCCCC2)nc(-c2ccccc2)n1	3.7	12	-1	-2.2	-6	-10	-0.5	-21	-6
53	OCCOc1nnnn1-c1ccccc1	-0.1	0	-1	0.6	-13	-15	0.5	14	-18
54	C#CCSc1nc(-c2cccs2)ccc1C#N	-2.3	0	2	-1.0	4	-5	0.9	38	-5
55	Cc1ccsc1CN1CCC(C(=O)NCc2ccccc2Cl)CC1	5.3	15	-6	-0.3	-9	-15	0.1	-22	-1
56	O=C(Nc1ccc(N2CCOCC2)cc1)c1ccc(S(=O)(=O)N2CCCCC2)cc1	0.9	9	-1	2.4	-4	-7	0.3	6	37*
57	COc1cc(C(=O)NCc2ccc(F)cc2)cc(Cl)c1OC	2.2	6	-4	-1.0	-3	-20	-0.8	-9	-8
58	CCCn1c(SCC(=O)c2cc(C)ccc2C)n[nH]c1=O	-1.1	-3	-4	-0.7	-17	8	-0.1	9	-17
59	CC(C)C(c1nnnn1Cc1ccc(F)cc1)N1CCN(c2ccc(O)cc2)CC1 (centres undefined)	-6.9	22	36	1.6	-5	-19	-0.1	11	6
60	CCOC(=O)C1CCCN(C(=O)C2c3ccccc3Oc3ccccc32)C1 (centres undefined)	0.2	39	0	-0.1	-18	-2	-0.1	76*	-13
61	COc1cc(/C=N/NC(=O)c2ccoc2C)ccc1O	-0.4	18	5	-0.3	-23	-11	-0.3	-21	-6
62	CCOC(=O)NC(=O)CSc1nc2ccc([N+](=O)[O-])cc2[nH]1	-0.2	-22	1	1.6	-21	-11	0.2	-13	-6
63	O=C(O)COc1ccc(/C=N/NC(=O)C2CCCN2S(=O)(=O)c2ccc(Cl)cc2)cc1 (centres undefined)	1.1	4	-3	0.3	-9	-14	0.4	32	-10
64	CCOC(=O)C1(Cc2cccc(OC)c2)CCN(Cc2ccccc2OC)CC1	2.5	14	0	-0.6	-19	-7	0.5	19	-9
